Screens deposited in PubChem BioAssay by several laboratories.
TCR-CD3 inh = blocks the human TCR-CD3 interaction; TAMRA-labeled TCR probe fluorescence, biochemical; AID 651800; inhibition, % at 9.4 µM; hit rate 0.37% among 360,000; in the data active = inhibition above about 19%;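 also: recombinant mutant TCR 2C K166C tagged with TAMRA read by polarization; 0% = receptor in buffer alone and 100% = receptor with positive control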
mABHD4 FP = inhibits mouse alpha/beta hydrolase domain 4; Q8VD66; purified mABHD4, FP-Rh probe fluorescence polarization; inhibition, % at 8.92 µM; hit rate 0.54% among 370,000; AID 720543;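 active = inhibition exceeding the mean over every tested compound plus 3 SD, cut at about 30% in these data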;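 also: 0% = plate median of compound wells and 100% = S159A mutant with DMSO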
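system = mouse ABHD4 enzyme, wild type | medium = HEPES pH 7.0, NaCl, Pluronic buffer | also added = FP-Rh probe | incubation = Enzyme–compound pre-incubation 45 min, then probe 60 min, both 25 °C | technique = fluorescence polarization, excitation 525 nm, emission 598 nm, BODIPY TMR filters | controls = S159A mutant high control, sample median low control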
LEDGF integ inh = blocks HIV-1 LEDGF/p75-dependent DNA integration; inhibition, % at 3.7 µM; hit rate 0.64% among 370,000; AID 743269; TR-FRET IN-LEDGF/p75 DNA integration, Eu/Cy5;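 active = inhibition above the screen-wide mean plus 3 SD, cut at about 13% in these data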;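 also: signal is the Cy5 over europium emission ratio at 671 and 618 nm; 0% = plate median of compound wells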
TDP2 absorb = TDP2 (human) inhibition, absorbance primary screen. O95551. recombinant TDP2, T5PNP hydrolysis, p-nitrophenol absorbance 415 nm. inhibition, % at 12.8 µM. hit rate 0.34% among 370,000;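 active = inhibition above the mean of all tested compounds plus 3 SD, set per campaign, cut at about 25% in these data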;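 also: 0% = DMSO with enzyme and 100% = buffer with substrate but no TDP2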
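System: recombinant human TDP2 / Amount: 120 nM TDP2 per well / Also added: 5 mM T5PNP chromogenic substrate / Doses: 12.8 µM single point, 1% DMSO / Incubation: 2 h at 37 °C / Detection: p-Nitrophenol epi absorbance / Evaluation: % inhibition relative to enzyme-containing and enzyme-free wells / Repeats: singlicate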
NR1D1 modulator = Rev-erb alpha (human) modulation. activity, % at 10 µM. AID 1259318. Rev-erbα–FITC-DNA binding, fluorescence polarization, 90 min. hit rate 0.79% among 370,000. P20393;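 active = activity above about 14%, limit read from the data; passing the limit was not always enough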;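 also: 0% = DMSO wells with 35 nM protein and 100% = DMSO wells with 750 nM protein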
Target sequence (P20393 whole entry, looked up): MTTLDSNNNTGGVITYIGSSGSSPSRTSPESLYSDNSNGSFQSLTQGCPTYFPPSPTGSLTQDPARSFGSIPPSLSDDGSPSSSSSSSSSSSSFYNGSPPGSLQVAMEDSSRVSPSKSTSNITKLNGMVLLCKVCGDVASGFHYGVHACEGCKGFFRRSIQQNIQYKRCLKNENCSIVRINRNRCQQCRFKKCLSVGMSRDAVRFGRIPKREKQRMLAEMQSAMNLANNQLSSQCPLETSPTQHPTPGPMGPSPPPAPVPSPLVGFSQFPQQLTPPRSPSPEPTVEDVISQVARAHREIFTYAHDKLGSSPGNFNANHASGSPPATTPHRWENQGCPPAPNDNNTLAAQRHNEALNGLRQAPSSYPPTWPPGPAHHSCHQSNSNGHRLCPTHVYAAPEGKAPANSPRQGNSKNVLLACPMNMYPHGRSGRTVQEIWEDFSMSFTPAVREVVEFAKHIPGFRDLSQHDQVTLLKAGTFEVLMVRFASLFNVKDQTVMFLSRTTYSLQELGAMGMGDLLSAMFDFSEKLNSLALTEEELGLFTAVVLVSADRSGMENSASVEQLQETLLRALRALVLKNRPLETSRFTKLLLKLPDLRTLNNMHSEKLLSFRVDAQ
HTRA1 inhibitor = inhibitors of human serine peptidase HTRA1. Q92743. recombinant HTRA1, FP-rhodamine activity-based probe, fluorescence polarization. inhibition, % at 5.96 µM. hit rate 0.5% among 340,000. AID 504803; in the data active = inhibition above about 36%;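 also: 0% = enzyme with DMSO and 100% = wells lacking enzyme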
Target sequence (Q92743 whole entry, looked up): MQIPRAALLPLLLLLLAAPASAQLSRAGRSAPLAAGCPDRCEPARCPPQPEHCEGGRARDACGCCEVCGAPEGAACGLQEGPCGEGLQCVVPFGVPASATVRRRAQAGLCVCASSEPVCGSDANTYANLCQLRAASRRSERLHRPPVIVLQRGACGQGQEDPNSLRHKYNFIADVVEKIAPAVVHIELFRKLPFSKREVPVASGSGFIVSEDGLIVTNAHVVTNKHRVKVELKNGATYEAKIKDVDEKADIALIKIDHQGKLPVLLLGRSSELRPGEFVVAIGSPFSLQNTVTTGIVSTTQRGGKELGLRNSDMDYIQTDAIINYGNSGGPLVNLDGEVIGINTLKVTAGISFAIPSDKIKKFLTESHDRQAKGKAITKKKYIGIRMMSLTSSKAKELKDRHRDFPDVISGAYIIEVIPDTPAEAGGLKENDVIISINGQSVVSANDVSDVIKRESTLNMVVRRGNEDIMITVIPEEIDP
SIAE primary = inhibitors of human sialic acid acetylesterase SIAE. Q9HAT2. SIAE FP-Rh probe binding, fluorescence polarization. inhibition, % at 9.66 µM. hit rate 0.69% among 370,000. AID 1053197;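 active = inhibition above a cutoff: mean of compounds within the control limits plus 3 SD of those, cut at about 17% in these data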;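 also: 0% = plate median of compound wells and 100% = probe without SIAE protein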
PRMT1 inh = PRMT1 (human) inhibition, primary screen. Q99873. recombinant PRMT1, activity-based probe fluorescence polarization. inhibition, % at 2.79 µM. hit rate 1.3% among 370,000;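 active = inhibition above about 21% made by adding two undisclosed values, limit read from the data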
rCAG binder = r(CAG) repeat RNA binding; TO-PRO-1 dye displacement fluorescence; inhibition, % at 3 µM; hit rate 1.3% among 370,000; AID 651821;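 active = inhibition above the plate cutoff, the mean of all test compounds on that plate plus 3 SD, cut at about 35% in these data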;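 also: 0% = DMSO alone and 100% = 100 µM mitoxantrone as full dye displacement; higher means more dye released from RNA so lower well fluorescence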
PG9 binder = binds the HIV-1 gp120 antibody PG9; TR-FRET gp120-PG9 antibody binding; inhibition, % at 6.7 µM; hit rate 0.43% among 360,000; AID 624416; in the data active = inhibition above about 8.5%
The depositor's hits bear a star; · = not tested or not shown. Not all compounds are listed. The share of hits here may be higher or lower than overall.

mol	TCR-CD3 inh	mABHD4 FP	LEDGF integ inh	TDP2 absorb	NR1D1 modulator	HTRA1 inhibitor	SIAE primary	PRMT1 inh	rCAG binder	PG9 binder
Cc1ccc(N(C(=O)Cc2cccs2)C(C(=O)NC2CCCC2)c2ccncc2)cc1 (configuration not stated)	10.1	-2.7	-2.3	-5.3	-0.8	1.9	-0.3	-1.4	-2.2	-0.8
O=C(C1CCN(C2CC(=O)N(c3ccc(Cl)cc3)C2=O)CC1)N1CCOCC1 (configuration not stated)	6.3	-0.2	1.2	7.2	-0.7	5.1	7.8	26.8*	-0.6	-1.1
O=C(NCc1ccccn1)C1CCN(S(=O)(=O)c2cc(Cl)ccc2Cl)CC1	8.2	-0.7	-2.2	2.1	-3.7	-0.4	-2.5	-1.4	-2.2	0.2
CC(OC(=O)c1cc(Br)ccc1O)C(=O)NCc1ccc2c(c1)OCO2 (configuration not stated)	-1.0	-4.3	-4.6	1.2	35.2*	4.2	0.9	3.9	0.9	19.6*
COC(=O)N(NC(=O)C(O)(c1ccccc1)c1ccccc1)c1ccc(C)cc1	-2.5	6.1	0.7	-4.8	-4.5	-3.4	-2.5	0.7	-0.3	1.2
O=C(Nc1nnc(-c2ccc3c(c2)CCCC3)o1)c1ccccc1Cl	-9.4	-12.5	0.4	-4.2	-5.2	6.9	-3.6	3.2	26.8	0.4
COC(=O)c1ccc(COc2ccccc2/C=N/NS(=O)(=O)c2ccc(C)cc2)cc1	-4.3	1.5	-5.5	1.5	3.5	-0.6	-51.4	3.0	10.3	0.7
Cn1c(C(=O)NCCCN2CCc3ccccc3C2)cc2c(=O)n(C)c3ccccc3c21	4.3	1.1	0.1	2.1	-11.7	-5.7	-2.3	2.7	12.7	1.2
CCN1C(=O)[C@H]2[C@@H](c3ccc(C)cc3)N[C@]3(CCCN(Cc4ccc(C(F)(F)F)cc4)C3=O)[C@H]2C1=O	0.1	1.1	0.6	-2.7	5.4	-1.9	1.4	4.9	-1.1	-2.8
Cc1ccc(S(=O)(=O)N(Cc2cccc([N+](=O)[O-])c2)C(=O)N2CCN(C)CC2)cc1	-0.7	-2.6	1.7	4.7	-0.5	-1.9	1.6	-1.9	1.5	-0.3
O=C(CC1C[C@H](C(=O)N2CCOCC2)[C@@]2(CCC3CCCC3)c3[nH]c4ccccc4c3CCN2C1=O)NCCCn1ccnc1 (some centres not stated)	-0.3	3.3	2.2	4.9	-1.5	3.2	2.0	-1.3	35.1*	0.5
COc1ccc(C(=O)NNC(=S)NC(=O)c2cc(-c3ccccc3)nc3ccccc23)cc1	9.9	-0.5	0.4	8.4	2.5	8.4	-8.7	4.2	65.5*	-0.9
Cc1ccc(N(Cc2cc(=O)[nH]c3ccccc23)C(=O)C(C)C)c(C)c1	-0.8	-5.0	-3.5	-16.8	3.5	-7.8	8.8	2.4	-6.7	0.1
COc1ccc(-c2csc(N3C(=N)SCC3=O)n2)cc1	-2.0	7.2	-0.4	7.2	3.5	-1.4	-4.2	0.0	4.0	-2.6
CC(C)N(C(=O)[C@H]1CC(CC(=O)NCc2ccco2)C(=O)N2CCc3c([nH]c4ccccc34)[C@]12C)C(C)C (some centres not stated)	3.0	-2.4	2.6	-1.7	-2.0	-4.3	-2.5	1.5	2.7	-1.1
O=C(NC1CCCC1)c1ccc(CS(=O)Cc2ccc(Cl)cc2)o1 (configuration not stated)	-3.6	-2.1	-8.0	-0.8	1.3	1.4	-1.8	3.8	-7.5	-2.6
COc1ccccc1NC(=O)COc1cccc2c1CCNC2=O	3.0	-3.5	3.8	4.9	5.0	-2.7	6.6	-2.6	-1.2	0.4
O=C(NC1CC2CCC(C1)N2Cc1ccccc1)c1ccccc1Cl (configuration not stated)	-3.5	5.7	-3.0	-4.2	-1.0	0.0	5.4	-3.5	-1.6	-4.2
CC(C)N1CCN(c2ccc(OCC3COC(Cn4cncn4)(c4ccc(Cl)cc4Cl)O3)cc2)CC1 (configuration not stated)	-9.2	-0.9	-0.9	-14.5	6.6	6.0	-3.8	-3.7	-2.9	-2.2
CC1CCC(NC(=O)CSc2nnc(-c3cccnc3)o2)CC1 (configuration not stated)	-6.1	-4.8	1.9	5.8	-4.9	-3.4	-0.3	2.3	4.7	1.0
ON1C2CCCCC2N(O)C1c1ccccc1C(F)(F)F (configuration not stated)	6.8	0.1	-3.1	-7.5	-0.8	-2.3	12.1	-0.7	0.6	-1.0
CC(Sc1ccccn1)C(=O)Nc1ccc2c(c1)OCO2 (configuration not stated)	-2.2	5.3	1.5	-8.3	-10.4	12.8	6.6	1.0	1.7	-1.8
CC1(C)Cc2c(cnn2-c2ccc(F)cc2)C(NC(=O)CCN2CCCCC2=O)C1 (configuration not stated)	2.7	1.0	-3.1	-0.7	-6.3	9.3	-3.4	-0.2	-11.1	-2.4
CCOc1ccccc1C(=O)Nc1nnc(Cc2ccc(OC)c(OC)c2)s1	2.1	-6.2	-1.9	8.1	1.2	-2.1	0.6	-1.2	-3.1	-1.0
Cc1cc(NC(=O)c2ccccc2)n(-c2nc3ccccc3[nH]2)n1	3.1	-6.8	0.5	8.4	0.9	-1.4	-3.9	0.1	6.8	-1.0
CC(C(=O)Nc1ccccc1-c1ccccc1)N1CCN(S(=O)(=O)c2ccccc2)CC1 (configuration not stated)	1.6	-9.5	0.3	-9.8	1.7	-23.7	0.9	2.9	6.0	0.7
O=C(N/N=C/c1cccs1)c1ccc2nc[nH]c2c1	7.6	0.9	-1.0	6.7	2.7	8.4	2.7	-3.3	-0.3	-3.1
CCCN1C(=O)/C(=N\OCC(=O)NCC(F)(F)F)c2ccccc21	-1.1	-3.4	0.1	5.0	-9.4	0.5	0.0	1.7	-1.7	-1.2
NS(=O)(=O)c1cccnc1Nc1cccc(Cl)c1	12.4	3.3	3.3	5.7	1.2	-3.5	-1.8	-1.7	-0.8	2.1
CC(C)C[C@@H](CNCC(=O)[C@H](CC(=O)O)NC(=O)c1[nH]cnc1C(=O)N[C@H](CN)CC(C)C)NC(=O)c1nc[nH]c1C(=O)N[C@@H](Cc1ccccc1)C(=O)O	5.6	3.9	0.8	18.2	1.6	10.4	3.3	2.3	14.9	0.6
Cc1ccc(-c2nnc(CSc3nnc(COc4ccccc4)n3-c3ccccc3)o2)cc1	2.8	0.6	1.4	-3.3	-2.4	-32.3	0.0	1.0	-3.8	-0.2
COc1cccc(C2CC(c3cccc(OC)c3)n3nc(N)nc3N2)c1 (configuration not stated)	-0.5	-2.8	-0.5	9.7	0.2	-3.5	5.0	3.0	3.8	0.3
COc1ccccc1CN1CC(C(=O)N2CCC(C(=O)c3ccccc3)CC2)CCC1=O (configuration not stated)	3.7	-8.0	6.8	-19.2	0.4	-1.1	-7.0	-4.0	-2.9	-0.3
Cc1cccc(NCc2nnc(-c3ccccc3)o2)c1C	7.5	-3.9	3.8	7.8	2.2	-3.5	2.4	-3.9	-5.2	0.4
CCCCOC(=O)c1ccc(N/C(=N\S(=O)(=O)c2ccccc2)c2ccccc2)cc1	5.0	-59.2	2.5	-1.7	0.1	-73.4	-5.6	-0.2	1.9	-0.7
Cn1c(N)c(-c2ccccc2)c2ccc([N+](=O)[O-])cc2c1=O	-8.0	-0.6	2.5	-3.9	9.1	21.0	2.2	-3.1	1.6	-5.0
O=C(COC(=O)c1cccnc1)Nc1ccc2c(c1)OCO2	4.3	-4.2	1.4	-15.2	0.2	-3.2	-5.4	-1.6	3.0	-2.4
COc1cccc(OC)c1C(=O)Nc1ccc(S(=O)(=O)Nc2cc(C)nc(C)n2)cc1	-10.1	1.4	3.0	0.9	-1.5	-0.2	4.2	1.3	5.1	2.5
CCC(C)[C@@H](C(=O)NCC1CCC(C(=O)O)CC1)n1nnc2ccccc2c1=O (some centres not stated)	-7.7	3.9	0.4	0.5	2.4	3.3	-7.7	5.1	-0.5	2.0
COc1ccccc1-c1cc(C(=O)Nc2cc(C)on2)no1	-5.0	-6.0	1.3	-5.6	-5.1	1.6	-1.5	3.8	-2.2	2.7
Cc1ccc(S(=O)(=O)N2CCOCC2)cc1NC(=O)CSc1ccccn1	6.1	-0.7	1.4	-0.2	2.4	2.6	-0.5	5.3	1.7	-0.6
Cc1ccc(NC(=O)Cc2nc(COC(=O)c3c(F)cccc3Cl)cs2)cc1	-5.8	13.4	0.7	3.7	-4.1	-48.9	-8.7	1.1	0.6	1.7
COc1ccccc1/C=C1\SC(=S)N(Nc2nc(C)cc(C)n2)C1=O	0.9	-2.2	0.3	-6.4	-0.5	-3.6	-17.4	19.0	5.3	-2.5
Cc1c(N2C(=O)c3ccccc3C2=O)c(=O)n(-c2ccccc2)n1C	-0.9	-8.8	0.2	-0.1	-0.3	-5.1	-1.1	-0.8	-0.5	0.5
CCCCn1c(N)c(N(Cc2ccccc2OC)C(=O)C(C)Oc2ccc(Br)cc2)c(=O)[nH]c1=O (configuration not stated)	1.9	-5.5	-1.7	-7.5	1.3	0.4	0.8	0.2	3.8	0.0
OCCNc1nc2ccccc2[nH]1	-1.2	-3.3	1.9	1.7	0.3	3.6	1.4	-5.0	-0.9	0.9
COC(=O)c1cc2c(c3c4cc(C)ccc4n(S(=O)(=O)c4cccc(C)c4)c13)C(=O)N(C)C2	0.7	-5.8	3.3	-0.6	0.1	·	-1.1	-4.0	11.5	1.4
CC(C)OC(=O)CSc1nnc(CNc2cccc(Cl)c2)n1C	-12.5	-3.2	-0.7	-22.5	2.0	-0.2	-2.9	-2.6	-1.4	0.3
Cc1ccc(NC(=O)CCNC(=O)c2ccccc2Cl)nc1	1.1	-7.2	0.2	8.1	0.3	1.6	4.4	-0.2	-2.8	2.1
C[C@@H]1CN([C@@H](C)CO)C(=O)CCCn2nncc2CO[C@H]1CN(C)Cc1cccc(O)c1	-2.0	6.8	-4.2	-0.9	-0.4	-3.6	7.6	3.5	1.0	1.5
COc1cc(CNCc2cccc3ccccc23)cc(OC)c1	8.0	7.4	2.2	15.6	6.3	4.2	-3.8	0.6	-6.8	0.5
CCSc1ccccc1C(=O)Nc1nc2ccccc2c(=O)[nH]1	-9.6	-4.2	-2.6	2.4	4.3	-13.3	-2.2	1.6	3.6	1.9

2 entries from above in another layout.
CC(C)OC(=O)CSc1nnc(CNc2cccc(Cl)c2)n1C
  TCR-CD3 inh = -12.5 | mABHD4 FP = -3.2 | LEDGF integ inh = -0.7 | TDP2 absorb = -22.5 | NR1D1 modulator = 2.0 | HTRA1 inhibitor = -0.2 | SIAE primary = -2.9 | PRMT1 inh = -2.6 | rCAG binder = -1.4 | PG9 binder = 0.3

Cc1ccc(NC(=O)CCNC(=O)c2ccccc2Cl)nc1
  TCR-CD3 inh = 1.1 | mABHD4 FP = -7.2 | LEDGF integ inh = 0.2 | TDP2 absorb = 8.1 | NR1D1 modulator = 0.3 | HTRA1 inhibitor = 1.6 | SIAE primary = 4.4 | PRMT1 inh = -0.2 | rCAG binder = -2.8 | PG9 binder = 2.1

With a hit mark in NR1D1 modulator, among the entries above:
molecule	TCR-CD3 inh	mABHD4 FP	LEDGF integ inh	TDP2 absorb	NR1D1 modulator	HTRA1 inhibitor	SIAE primary	PRMT1 inh	PG9 binder
CC(OC(=O)c1cc(Br)ccc1O)C(=O)NCc1ccc2c(c1)OCO2 (configuration not stated)	-1.0	-4.3	-4.6	1.2	35.2*	4.2	0.9	3.9	19.6*
